Assay outcomes as filed in PubChem.
a7 integrin act – qHTS for Activators of Integrin-Mediated Alleviation for Muscular Dystrophy; Potency, µM (doses to about 38.3 µM), without a hit: at the top dose activation, usual class: activators; alpha7betagal myoblasts, beta-gal FDG fluorescence, 48 h; AID 624291, 2012; 350,000 tested, 0.064% active;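 further: potency means the concentration at half of the fitted maximal effect; 100% = response of the positive control SU9516; nearly all actives have a fitted effect of over 60% in size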
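Alpha7betagal+/- myoblasts (passage 13) were plated 16-24 hr, then exposed to compounds (1:260 dilution of DMSO stock) for 48 hours at 37C. After MPER lysis, β-galactosidase reporter activity was read as FDG fluorescence (ex 480/em 540) after 30 minutes.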
ASM inhibitor – Inhibitors of Secretory Acid Sphingomyelinase (S-ASM): qHTS; Sphingomyelin phosphodiesterase (Homo sapiens), P17405; placental ASM, HMU-PC fluorogenic substrate, 60 min; Potency, µM (top dose mostly 57.5 µM), inactives show top-dose activity change, negative = inhibition, actives largely listed as inhibitors; 340,000 tested, 0.006% active; further: potency means the concentration at half of the fitted maximal effect
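Human placenta-derived ASM enzyme was preincubated with compound for 10 minutes at room temperature, then given fluorogenic substrate HMU-PC0 (9 uM final) for 60 minutes at 37 °C; a pH 10 stop preceded fluorescence reading at Ex 386/Em 447 nm.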
p53 reactivator – qHTS assay for re-activators of p53 using a Luc reporter; Potency, µM (top dose mostly 92.2 µM), without a hit: at the highest dose activity change, positive = activation, usual class: activators; 320,000 tested, 0.063% active; AID 504706, 2011; H1299 p53-A138V BP100-luciferase reporter, luminescence, 24 h; further: potency means the concentration at half of the fitted maximal effect; % of control where 0% means no effect; nearly all actives have a fitted effect of over 45% in size
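H1299 (p53-null), stable ts p53-A138V + BP100-Luc; 1000 cells/well, Opti-MEM/10% FBS; cpd 4 pt, 1:5; 24 h, 37 deg C, 5% CO2; detection reagent 10 min RT; luminescence.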
B2AR arrestin – qHTS assay of beta-arrestin-biased ligands of beta2-adrenergic receptor; beta-arrestin recruitment to beta2AR, cell-based reporter; Beta-2 adrenergic receptor (Homo sapiens), P07550; Potency, µM (titrated, usually from 46.1 µM), for inactives: top-dose activation, usual class: activators; 330,000 tested, 0.02% active;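 further: potency means the concentration at half of the fitted maximal effect; 0% = DMSO controls and full agonism = EC100 isoproterenol or metaproterenol; nearly all actives have a fitted effect of over 65% in size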
Eya2 phos inh – qHTS Assay for Inhibitors of the Phosphatase Activity of Eya2; Protein phosphatase EYA2 (Homo sapiens), O00167; recombinant Eya2, OMFP fluorescence dephosphorylation (OMFP is methylfluorescein phosphate); Potency, µM (doses to about 76.9 µM), for the others: top-dose activity, negative = inhibition, usual class: inhibitors; 330,000 tested, 0.006% active; AID 488837, 2010; further: potency means the concentration at half of the fitted maximal effect; on the % scale 0 is the no-effect control and ±100 the full control effect
Target sequence (O00167 whole entry, looked up): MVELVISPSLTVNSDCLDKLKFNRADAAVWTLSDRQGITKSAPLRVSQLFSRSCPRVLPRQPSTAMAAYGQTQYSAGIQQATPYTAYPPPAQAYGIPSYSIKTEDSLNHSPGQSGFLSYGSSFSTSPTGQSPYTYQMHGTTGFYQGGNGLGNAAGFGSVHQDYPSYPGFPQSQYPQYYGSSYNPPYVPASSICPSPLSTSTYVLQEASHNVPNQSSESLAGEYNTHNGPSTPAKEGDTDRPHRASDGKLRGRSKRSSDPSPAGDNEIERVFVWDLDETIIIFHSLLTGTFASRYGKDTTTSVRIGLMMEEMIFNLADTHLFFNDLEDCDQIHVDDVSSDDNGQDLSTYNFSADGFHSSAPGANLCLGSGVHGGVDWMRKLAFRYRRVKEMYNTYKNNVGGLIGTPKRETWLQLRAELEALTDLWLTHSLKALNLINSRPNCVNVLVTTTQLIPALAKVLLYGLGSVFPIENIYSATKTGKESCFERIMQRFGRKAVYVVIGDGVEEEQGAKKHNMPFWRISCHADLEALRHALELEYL
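Eya2 protein (added as 0.2 uM solution) was preincubated with compound for 10 min at ambient temperature in 50 mM HEPES pH 7.5, 50 mM NaCl, 5 uM MgCl2, 0.05% BSA, 1 mM DTT. OMFP (added at 50 uM) then reacted 10 min; fluorescence read at 485/525 nm.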
BRCA1 expr up – qHTS Assay to Identify Small Molecule Activators of BRCA1 Expression. MCF7-BRCA1-FFLuc reporter, luminescence, 48 h; response scale: scaled: vehicle 0%, 10 µM genistein 100%. Potency, µM (series often up to 46.1 µM), inactives show at the top dose activation, most hits filed as activators. 380,000 tested, 1.1% active; further: potency means the concentration at half of the fitted maximal effect; nearly all actives have a fitted effect of over 80% in size; some results filed as inactive show a strong effect at the top dose
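Compounds are tested at multiple concentrations on MCF7 BRCA1-luciferase reporter cells seeded at 2000 per well; after 48 h, a single luminescence end-point is taken and curves fitted to the normalized data.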
uPA surface inh – qHTS for Inhibitors of Cell Surface uPA Generation | Potency, µM (top dose mostly 38.3 µM), for inactives: top-dose activity change, negative = inhibition, usual class: inhibitors | AID 540303, 2011 | cell surface uPA generation assay, qHTS | 330,000 tested, 0.31% active; active means well fitted inhibition curve with a large enough effect; inconclusive means small, poorly fitted or top-dose-only effect; inactive means no such curve, though single readings can be large or run the other way; tested in mouse RAW 264.7 cells; further: potency means the concentration at half of the fitted maximal effect; on the % scale 0 is the no-effect control and ±100 the full control effect; nearly all actives have a fitted effect of over 55% in size
PTAP TSG101 blk – qHTS Assay for Iinhibitors of HIV-1 Budding by Blocking the Interaction of PTAP/TSG101 | Tumor susceptibility gene 101 protein (Homo sapiens), Q99816 | Fluorescence polarization, FITC-PTAP peptide / Tsg101 binding | Potency, µM (top dose mostly 115 µM), for inactives: at the top dose activity change, negative = inhibition, hits mostly inhibitors | 340,000 tested, under 10 active | AID 493005, 2010; active means well fitted inhibition curve with a large enough effect in the main read-out, with a control signal flat, not every such curve was filed as active; inconclusive means small, poorly fitted or top-dose-only effect, or effect the other way, or a change in a side signal; inactive means no such curve, though single readings can be large or run the other way; further: potency means the concentration at half of the fitted maximal effect; % of control where 0% means no effect
Target sequence (Q99816 whole entry, looked up): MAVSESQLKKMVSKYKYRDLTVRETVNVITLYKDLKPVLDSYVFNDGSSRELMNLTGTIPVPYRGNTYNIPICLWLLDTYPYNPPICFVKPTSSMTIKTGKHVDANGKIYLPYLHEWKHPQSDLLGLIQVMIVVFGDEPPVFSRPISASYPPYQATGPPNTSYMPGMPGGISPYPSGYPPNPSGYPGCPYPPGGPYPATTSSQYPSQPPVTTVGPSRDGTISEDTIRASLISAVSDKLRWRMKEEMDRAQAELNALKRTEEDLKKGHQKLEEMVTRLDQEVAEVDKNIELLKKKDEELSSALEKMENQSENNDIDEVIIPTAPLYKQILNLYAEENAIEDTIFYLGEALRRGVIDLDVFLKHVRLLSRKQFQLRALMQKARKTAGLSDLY
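FP read-out: FITC-PTAP peptide, 50 nM final, binding Tsg101 binding domain, 10 uM final; 20 min, r.t.; 10 mM HEPES pH 7.5, 0.15 M NaCl, 0.01% Tween 20, 3 mM EDTA, 0.1 mM TCEP.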
TRPV1 ag – HTS Assay for Compounds that Act as Agonists of the Vanilloid Receptor 1 | TRPV1-expressing cells, Fluo-8 calcium influx, agonist mode | activation, % at 8.33 µM | 320,000 tested, 0.19% active | AID 540275, 2011; in the data active means activation above about 80%; inconclusive means between about 30% and that limit; further: 0% is about no effect
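Fluo-8 calcium influx in TRPV1-expressing cells, kinetic read (ex 480/em 520 nm). Compound added and read 3 min for agonist activity, followed by capsaicin at EC20 final and 2 min further read for enhancement.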
ELG1 genotox – qHTS screen for small molecules that induce genotoxicity in human embryonic kidney (HEK293T) cells expressing luciferase-tagged ELG1; HEK293T ELG1-luciferase reporter, luminescence, 16 h; Potency, µM (titrated, usually from 46 µM), for the others: top-dose activity change, positive = activation, most hits filed as activators; 330,000 tested, 1.3% active; further: potency means the concentration at half of the fitted maximal effect; % of control where 0% means no effect; nearly all actives have a fitted effect of over 60% in size
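DMSO vehicle served as control against compound-treated ELG1-luciferase HEK293T cells; exposure lasted 16 hr at 37 °C and 5% CO2, followed by ONE-Glo luminescence detection after 30 min.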
USP2a inh – qHTS Assay for Inhibitors of Ubiquitin-specific Protease USP2a Using CHOP2 as the Reporter. Ubiquitin carboxyl-terminal hydrolase 2 (Homo sapiens), O75604. USP2 core, Ub-CHOP2 coupled fluorogenic reporter, 485/531. Potency, µM (doses to about 38.3 µM), without a hit: top-dose activity change, negative = inhibition, usual class: inhibitors. 330,000 tested, 0.01% active. AID 463254, 2010;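 further: potency means the concentration at half of the fitted maximal effect; plate controls were DMSO wells for no effect and full inhibition by NEM control for full effect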
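Cell-free coupled assay: 10nM USP2 core preincubated 30min RT with compound in Tris-HCl pH 8.0/CaCl2/CHAPS buffer, then 25nM Ub-CHOP2 and 25nM reporter substrate; fluorescence (Ex 485/Em 531) read after 60min RT, normalized to NEM inhibition, concentration-response curves fitted.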
Starred values were filed as active, the others as inactive; i = inactive; ? = inconclusive; . = no result given; [ ] = remark or other dose. Unless noted, the call rests on the fitted dose curve; in most records, active means well fitted curve in the direction sought with a large enough effect; inconclusive means small, poorly fitted or top-dose-only effect, or another doubt; inactive means no such curve, though single readings can be large; an effect the other way counts as inactive or inconclusive.

SMILES	a7 integrin act	ASM inhibitor	p53 reactivator	B2AR arrestin	Eya2 phos inh	BRCA1 expr up	uPA surface inh	PTAP TSG101 blk	TRPV1 ag	ELG1 genotox	USP2a inh
CCCOC(=O)CCCCC1SCC(NC(=O)OC)C1NC(=O)OC (stereo not given)	9%	3%	-7%	-0.1%	-7%	11%	1%	-4%	-2	1%	?
COC(=O)c1ccccc1NC(=O)N1CCN(c2ccccc2F)CC1	17%	3%	-3%	0.3%	-2%	3%	-9%	-4%	29	-2%	-2%
Cc1cnc(Sc2ncccc2[N+](=O)[O-])nc1	-18%	-1%	.	.	.	-7%	1%	-1%	.	.	.
CC(=O)N/C(=C\c1ccccc1)C(=O)OCc1cc(C)ccc1C	-6%	-2%	-2%	-0.3%	9%	-19%	1%	1%	17	3%	2%
COC(=O)c1nccnc1N	18%	.	.	.	.	-1%	4%	-3%	.	.	.
O=C(Cc1c(F)cccc1Cl)OCC(=O)c1ccc[nH]1	0%	2%	18%	0.2%	0%	22%	-2%	0%	.	15%	1%
O=C(Nc1sc2c(c1C(=O)O)CCCC2)c1cccs1	30%	4%	?	0.1%	-6%	27%[1.84 µM]	-6%	-5%	29	-8%	2%
Cc1cccn2c(=O)c3cc(C(=O)NCCc4ccccc4)c(=N)n(Cc4ccco4)c3nc12	-70%[inhibitor]	248%[activator]	3%	0.1%	-3%	-74%	-18%	1%	6	-8%	3%
C[C@H](CO)N1C[C@H](C)[C@@H](CN(C)C(=O)NC2CCCCC2)Oc2ccc(NC(=O)NC3CCCCC3)cc2C1=O	3%	1%	2%	-0.1%	13%	-10%	12%	-3%	.	3%	3%
Cc1onc(-c2ccccc2)c1C(=O)NC(C)C1CCCO1 (stereo not given)	22%	-3%	-2%	-0.2%	6%	-8%	.	0%	1	0%	0%
COCc1nnc(NC(=O)c2ccc(S(=O)(=O)N(C)C3CCCCC3)cc2)o1	-12%	0%	25%	-0.6%	0%	-41%	-6%	1%	-6	-8%	0%
COC(=O)CC(NS(=O)(=O)c1cccs1)c1ccccc1Cl (stereo not given)	-9%	10%	-7%	0.3%	3%	4%	1%	-4%	0	-2%	2%
CC(=O)c1ccc(N2CCN(C(=O)c3cc4c(s3)CCCC4)CC2)cc1	-8%	-10%	0%	-0.1%	0%	94%	6%	-1%	12	14%	-3%
CC(=O)N1N=C(c2ccco2)CC1c1ccc(C)cc1 (stereo not given)	-13%	3%	11%	2.0%	-8%	-2%	3%	1%	-3	2%	3%
CCOc1ccc(NC(=O)CN(C)C(=O)C2=COCCO2)cc1OCC	25%	4%	-1%	0.2%	-4%	-1%	-1%	-3%	-3	-9%	1%
CCCCn1nc(NC(=O)c2cccs2)c2cc3ccccc3nc21	6%[7.66 µM]	324%[activator]	18%	0.2%	6%	-2%	3%	1%	?	-8%	1%
COc1ccc(OC)c2nc3c(C(=O)NCCN(C)C)cccc3nc12	-48%[inhibitor]	-10%	.	.	.	-84%[inhibitor]	-11%	-1%	.	.	.
O=C1CCCN1CCCNS(=O)(=O)c1ccc(Br)cc1	30%	1%	-3%	-0.4%	1%	4%	2%	0%	1	3%	2%
CC(=O)Nc1ccc(S(=O)(=O)Oc2ccccc2N2C(=O)C3C4CCC(C4)C3C2=O)cc1 (stereo not given)	-54%[inhibitor]	-4%	-4%	-0.1%	11%	-4%	10%	.	-2	-7%	1%
CCN1CCc2c(sc(NC(=O)Cc3ccccc3)c2C(=O)OC)C1	-21%	66%[activator]	2%	3.0%	-8%	17%	-30%	-1%	-1	3%	-1%
OC1C2CN3CCN(C2)CC1(Cc1ccccc1)C3 (stereo not given)	15%	8%	-6%	-0.4%	7%	-14%	4%	-5%	1	0%	1%
CC1CCCN(C(=O)COC(=O)/C=C/c2ccc(C(F)(F)F)cc2)C1 (stereo not given)	-4%	-3%	6%	-0.1%	-22%	2%	-15%	-5%	-4	0%	-6%
Cc1ccc(O)c(N)c1	.	2%	?	-1.5%	4%	-45%	2.8µM*	-1%	-2	17%	-4%
C=CCn1c(CCNC(=O)c2ccccc2F)nnc1SCc1nc2ccccc2c(=O)[nH]1	-3%	-2%	-5%	-0.7%	24%	0%	.	-10%	0	1%	-2%
COC(=O)C1=CN(C)C=C(C(=O)OC)C1c1ccsc1	3%	i	-17%	0.0%	11%	-5%	-2%	-7%	0	3%	5%

(more compounds)
SMILES	a7 integrin act	ASM inhibitor	p53 reactivator	B2AR arrestin	Eya2 phos inh	BRCA1 expr up	uPA surface inh	PTAP TSG101 blk	TRPV1 ag	ELG1 genotox	USP2a inh
COC(=O)C(NC(=O)c1ccccc1C)(Nc1ncc(S(=O)(=O)c2ccc([N+](=O)[O-])cc2)s1)C(F)(F)F (stereo not given)	1%	-6%	8%	-0.1%	-25%	-56%	0%	-10%	2	-7%	2%
O=C(Cc1ccc(NC(=O)C2CCCN(C(=O)C3CCCC3)C2)cc1)Nc1cccc(C(=O)N2CCCC2)c1 (stereo not given)	0%	0%	.	.	.	1%	6%	-2%	.	.	.
O=C(CN1CCCC1)N/N=C/c1c(O)ccc2ccccc12	-18%	70%[activator]	.	-0.3%	12%	-66%	5µM*	0%	10	?	3%
CC(OC(=O)Cc1n[nH]c(=O)c2ccccc12)C(=O)Nc1cccc([N+](=O)[O-])c1 (stereo not given)	2%	-1%	0%	0.0%	-30%	-20%	-1%	-1%	-1	-1%	0%
CC1=NS(=O)(=O)NC(C)(C)C1	-5%	2%	.	.	.	9%	4%	-6%	.	.	.
CC(OC(=O)c1cccc(-n2cnnn2)c1)C(=O)c1ccccc1 (stereo not given)	11%	-2%	10%	0.1%	-23%	88%	4%	-3%	-3	?	-5%
CCN(CC(=O)Nc1c(F)cccc1F)C(=O)CCc1nc2cc(S(=O)(=O)N3CCOCC3)ccc2n1C	22%	2%	12%	-0.3%	7%	-13%	?	0%	2	0%	-1%
CCc1nnc2n1N=C(c1ccc(-c3cc(Cl)ccc3Cl)o1)CS2	-35%	-2%	7%	-1.2%	19%	0%	2%	-6%	.	?	-1%
Cc1c(Cl)cccc1NC(=O)CSc1sc2c(O)cc(=O)[nH]c2c1C#N	1%	-2%	1%	-0.3%	-6%	-17%	0%	-3%	-3	-3%	0%
COc1cc(/C=N/n2c(C)nc3ccccc3c2=O)ccc1O	30%	-1%	-2%	-0.6%	-1%	2%	-1%	-2%	3	1%	2%
CCOc1ccccc1C(=O)N1CCC(C(=O)c2ccc(F)cc2)CC1	17%	4%	-1%	-0.3%	-1%	-32%	0%	-8%	3	-10%	0%
COc1ccccc1N1CCN(C(=O)c2cc(S(=O)(=O)N3CCCCC3)ccc2C)CC1	0%	-3%	-9%	0.5%	2%	-65%	-1%	-3%	.	-7%	1%

A draw from above in order of heavy-atom count, rising.
SMILES	a7 integrin act	ASM inhibitor	p53 reactivator	B2AR arrestin	Eya2 phos inh	BRCA1 expr up	uPA surface inh	PTAP TSG101 blk	TRPV1 ag	ELG1 genotox	USP2a inh
CC1=NS(=O)(=O)NC(C)(C)C1	-5%	2%	.	.	.	9%	4%	-6%	.	.	.
O=C(CN1CCCC1)N/N=C/c1c(O)ccc2ccccc12	-18%	70%[activator]	.	-0.3%	12%	-66%	5µM*	0%	10	?	3%
COc1cc(/C=N/n2c(C)nc3ccccc3c2=O)ccc1O	30%	-1%	-2%	-0.6%	-1%	2%	-1%	-2%	3	1%	2%
CC(OC(=O)c1cccc(-n2cnnn2)c1)C(=O)c1ccccc1 (stereo not given)	11%	-2%	10%	0.1%	-23%	88%	4%	-3%	-3	?	-5%
CCOc1ccccc1C(=O)N1CCC(C(=O)c2ccc(F)cc2)CC1	17%	4%	-1%	-0.3%	-1%	-32%	0%	-8%	3	-10%	0%
